CHO-K1 Ca ag: M1 agonist counterscreen hit in parental CHO-K1 cells; Fluo-8 calcium fluorescence; scaled to maximal ATP response, vehicle zero; 360,000 compounds, 0.48% hits; activation, % at 3 µM; in the data active means activation above about 15%;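 further: untransfected CHO-K1 host cells lacking M1 receptor as counterscreen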
CHRM4 antagonist: CHRM4 antagonism in calcium assay | P08173 | CHO-hM4 cells, ACh EC80, Fluo-8 calcium fluorescence | inhibition, % at 3 µM | 360,000 compounds, 0.73% hits | AID 624125;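 active means inhibition above its plate's cutoff, the mean inhibition of sample wells plus 3 SD, cut at about 27% in these data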;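 further: 0% = acetylcholine EC80 with DMSO and 100% = DMSO without agonist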
CHO-K1 Ca antag: M1 antagonist counterscreen hit in parental CHO-K1 cells; 360,000 compounds, 0.6% hits; AID 602250; inhibition, % at 3 µM; ATP-induced calcium, Fluo-8 fluorescence;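 active means inhibition above a per-plate cutoff, the plate's mean sample inhibition plus 3 SD, cut at about 24% in these data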;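 further: 0% = DMSO plus EC80 ATP and 100% = DMSO alone without ATP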
M4 PAM: CHRM4 positive allosteric modulation; P08173; CHO-K1 hM4/Gqi5, Fluo-8 calcium fluorescence, ACh EC20; 0% = ACh EC20, 100% = maximal ACh; activation, % at 3 µM; 360,000 compounds, 0.4% hits; AID 624126;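 active means activation above its plate's cutoff, the mean activation of sample wells plus 3 SD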; further: some results filed as inactive read as strong as hits
M1 PAM parental: M1 PAM counterscreen hit in parental CHO-K1 cells; activation, % at 3 µM; ATP EC20, Fluo-8 calcium fluorescence; 0% at ATP EC20, 100% at ATP max; 360,000 compounds, 0.02% hits; AID 602247;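 active means activation above the run cutoff, the mean activation of all test compounds plus 3 SD, cut at about 40% in these data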;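 further: peak over basal fluorescence ratio in a 140 s read after ATP addition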
CHRM5 PAM: potentiates acetylcholine response at human M5 receptor; P08912; CHO-K1 hM5, Fluo-8 calcium, ACh EC20 PAM; 0% = ACh EC20, 100% = ACh EC100; activation, % at 3 µM; 360,000 compounds, 0.3% hits; AID 624038;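 active means activation above the run cutoff, the mean activation of all test compounds plus 3 SD, cut at about 18% in these data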
Target sequence (P08912 whole entry, looked up): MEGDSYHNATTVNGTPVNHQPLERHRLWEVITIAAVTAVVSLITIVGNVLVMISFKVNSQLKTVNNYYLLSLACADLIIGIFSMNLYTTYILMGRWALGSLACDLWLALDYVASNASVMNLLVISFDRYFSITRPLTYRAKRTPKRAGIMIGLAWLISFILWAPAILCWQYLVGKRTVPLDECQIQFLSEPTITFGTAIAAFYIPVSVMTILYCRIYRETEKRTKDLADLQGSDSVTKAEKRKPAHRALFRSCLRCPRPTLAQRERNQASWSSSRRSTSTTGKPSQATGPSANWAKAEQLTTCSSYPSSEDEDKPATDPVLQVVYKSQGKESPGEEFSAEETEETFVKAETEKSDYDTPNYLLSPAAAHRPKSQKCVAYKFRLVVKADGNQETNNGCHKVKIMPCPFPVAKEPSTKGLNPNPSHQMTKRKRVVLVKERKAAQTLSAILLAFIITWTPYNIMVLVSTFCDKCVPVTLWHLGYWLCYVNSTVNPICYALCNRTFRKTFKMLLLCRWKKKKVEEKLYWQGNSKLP
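system = human M5 receptor in CHO-K1 cells | compound = one concentration, 3 µM final (nominal) | schedule = Post-acetylcholine fluorescence recording 140 s | signal = Fluo-8 calcium dye fluorescence, kinetic read | benchmarks = low control EC20 acetylcholine (0%), high control EC100 acetylcholine (100%) | repeats = singlicate, one well per test compound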
CHRM5 agonist: CHRM5 agonism in calcium assay; P08912; CHO-K1 hM5 cells, Fluo-8 calcium fluorescence; 0% DMSO wells, 100% maximal acetylcholine response; activation, % at 3 µM; 360,000 compounds, 0.19% hits;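 active means activation above the run's mean over test compounds plus 3 SD, cut at about 23% in these data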;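 further: signal is peak over basal fluorescence ratio across the kinetic read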
CHRM5 antagonist: antagonists of human muscarinic M5 receptor (CHRM5). CHO-hM5 cells, Fluo-8 calcium fluorescence, ACh EC80. inhibition, % at 3 µM. AID 624040. 360,000 compounds, 0.59% hits;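 active means inhibition above a per-plate cutoff, the mean of that plate's test compounds plus 3 SD, cut at about 27% in these data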;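 further: 0% = acetylcholine EC80 with DMSO and 100% = DMSO without agonist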
M4 ag: CHRM4 agonism in calcium assay; P08173; CHO-K1 hM4/Gqi5, Fluo-8 calcium fluorescence; vehicle 0%, full acetylcholine response 100%; activation, % at 3 µM; 360,000 compounds, 0.14% hits; AID 624127;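 active means activation above the run mean over all test wells plus 3 SD, cut at about 32% in these data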;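 further: peak over basal fluorescence ratio per well then scaled between controls; 0% = DMSO wells and 100% = acetylcholine at EC100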
Numbers without * were called inactive. Hits appear at their usual frequency; 2.7% or so of the library scored in one or more.

canonical_smiles	CHO-K1 Ca ag	CHRM4 antagonist	CHO-K1 Ca antag	M4 PAM	M1 PAM parental	CHRM5 PAM	CHRM5 agonist	CHRM5 antagonist	M4 ag
O=C(CN1C(=O)NC2(CCCC2)C1=O)N1CCN(Cc2ccccc2)CC1	1.3	-4.4	-6.6	0.6	5.0	-2.8	3.9	0.4	0.3
CCCn1nnc(NC(=O)c2ccc3ccccc3c2)n1	1.0	-4.2	-6.1	-1.0	0.8	-1.0	2.2	12.1	0.7
O=[N+]([O-])c1ccc2c(c1)-c1ccccc1C2=NO	1.2	-12.0	-24.7	3.5	30.5	0.2	-4.5	10.7	2.4
Clc1cccc(Cl)c1OCCCCN1CCCCC1	0.8	13.5	4.2	-8.2	4.4	-2.5	-11.2	-1.7	0.4
COC(=O)[C@H](C)NC(=O)Nc1ccc(OC)cc1OC	5.1	5.5	0.4	-5.3	9.3	-0.4	-1.1	-0.6	-0.2
O=C(Nc1nc2cc3c(cc2s1)OCCO3)c1ccco1	0.8	-3.8	0.9	3.2	6.7	2.6	4.1	-4.3	4.3
O=C(Nc1ccc2c(c1)OCCO2)C1CCN(C(=O)c2ccc(Cl)cc2)CC1	-0.1	-3.8	-19.8	13.8	22.7	8.4	0.3	-8.8	0.1
COc1cc([N+](=O)[O-])ccc1NC(=O)CN1CCc2cc(OC)c(OC)cc2C1	-0.6	0.7	1.1	-4.2	0.3	17.1	-3.8	2.7	0.6
Cn1nnc2cc(C(=O)NC3CCCCC3)ccc21	0.2	1.2	-5.0	4.7	11.3	2.2	-1.2	3.4	0.4
S=C(c1cn(CCOc2cccc3ccccc23)c2ccccc12)N1CCCC1	2.3	-7.0	-1.8	-3.8	6.1	-1.6	-2.5	6.0	1.6
COc1ccc(C(=O)N2CCN(c3ccc(NC(=O)c4cccs4)cc3)CC2)cc1	1.9	-9.2	0.7	7.2	-0.6	1.0	-0.2	-4.7	8.6
COc1ccc2c3n(nc2c1)CCN=C3c1ccc(Cl)cc1	0.3	-1.4	-9.9	-0.2	10.8	6.5	0.6	9.8	1.0
O=C(Cc1cccs1)NCc1cccc(Br)c1	-0.2	1.4	5.5	-3.6	-0.8	-2.5	-5.8	4.6	-1.4
CC(CCc1ccccc1)NC(=O)C(Cc1ccccc1)NC(N)=O (configuration not stated)	0.6	-8.5	-10.2	4.0	15.6	2.9	1.6	6.7	-0.1
CCN(C(=O)COC(=O)c1ccccc1Cc1ccccc1)c1c(N)n(Cc2ccccc2)c(=O)[nH]c1=O	0.3	-4.5	-9.8	7.4	0.7	2.9	3.9	5.2	0.2
OC1c2c(F)cccc2N=C2CCCCCN21 (configuration not stated)	-0.7	-4.2	10.7	1.1	-2.1	2.5	-1.1	-1.3	-1.2
CCc1c(C)sc(NC(=S)N2CC(C)OC(C)C2)c1C(=O)OC (configuration not stated)	2.9	-3.8	-15.5	1.8	7.3	-7.0	-1.1	-8.7	1.8
CC(C)(C)N(Cc1ccccc1)C(=O)COC(=O)c1ccc(N2CCCC2=O)cc1	1.1	-5.6	-11.6	5.7	9.5	3.2	2.1	5.5	0.6
N#CN(Cc1ccccc1)Cc1ccccc1	0.3	-4.1	6.5	-10.3	-15.4	-3.6	-10.6	4.1	0.7
CCOC(=O)c1ccc(NC(=O)CN2C(=O)NC3(CCCCCC3)C2=O)cc1	0.9	-5.6	-9.7	-2.9	1.4	-11.1	2.8	1.9	2.7
O=c1ccc(Cl)n[nH]1	0.9	0.5	-14.0	2.1	6.6	2.1	-1.9	4.9	1.3
FC(F)(F)c1cc(Oc2ccc(Cl)cc2)nc(-c2ccccn2)n1	-0.1	-1.5	-0.4	-0.6	-3.0	1.2	2.1	3.4	-0.2
O=C(CSc1nnc(NC(=O)C2CC2)s1)Nc1ccccc1Cl	0.4	-22.5	-9.2	-8.3	-1.6	7.7	-2.8	-13.4	1.2
CCC(=O)NCCNC(=O)c1c(SC)nsc1SC	0.2	1.3	-2.6	3.7	12.5	-4.5	0.2	5.8	0.3
O=C1CSc2ccc(C(=O)N3CCCCC3)cc2N1	-0.1	6.2	0.1	-0.1	-5.2	-6.1	0.6	3.3	0.5
CCNC(=S)N1CCN(c2nc(CC)nc3sc4c(c23)CCCC4)CC1	1.8	-8.2	-7.8	-7.1	2.2	-3.5	-13.0	5.7	8.2
O=C(c1cc([N+](=O)[O-])ccc1N1CCOCC1)N1CCCC1	-0.4	1.4	0.3	8.5	-4.7	-5.5	-2.1	4.9	1.4
CC(C)C(OC(=O)c1ccccc1)c1nccc2ccccc12 (configuration not stated)	-0.6	-5.7	-4.8	-4.7	5.0	0.6	-0.8	8.0	-1.5
O=C(Nc1ccc(F)c(Cl)c1)c1ccccc1NC(=O)C1CCCCC1C(=O)O (configuration not stated)	0.3	5.3	25.6*	1.1	-6.9	-8.0	5.2	6.4	2.0
Cn1c(CC(=O)NC(C)(C)CO)c(Sc2ccccc2)c2ccccc21	-0.1	-13.0	-4.4	9.6	17.0	3.8	2.7	0.5	1.6

(more compounds)
Compound	CHO-K1 Ca ag	CHRM4 antagonist	CHO-K1 Ca antag	M4 PAM	M1 PAM parental	CHRM5 PAM	CHRM5 agonist	CHRM5 antagonist	M4 ag
O=S(=O)(Nc1cccc(-c2cn3ccsc3n2)c1)c1ccc(F)cc1	3.9	6.4	-6.0	0.6	17.2	-11.4	-3.0	4.4	7.5
Cc1cc(OC(=O)c2c(F)cc(F)cc2F)nc(C)n1	1.5	21.0	-8.2	15.0	17.1	1.0	0.7	-8.9	1.8
CC(=O)C1CCCN(C(=O)c2ccc3nc(Cc4cccc(Cl)c4)oc3c2)C1 (configuration not stated)	1.7	-0.7	-10.2	1.1	-9.4	1.9	-1.5	0.3	2.5
O=C(Cc1ccc(Br)cc1)N/N=C/c1ccc(-c2cccc(C(=O)O)c2)o1	-0.1	6.8	-10.4	2.5	3.2	-4.7	0.5	7.9	-0.6
NS(=O)(=O)c1cccc(NC(=O)c2cc3ccccc3o2)c1	1.8	0.5	-0.1	-3.1	3.6	-5.3	2.6	6.2	2.4
Cn1cc(S(=O)(=O)N2CCOCC2)cc1C(=O)NCc1ccccc1Cl	0.9	1.3	-18.2	2.9	29.6	1.4	1.5	0.6	0.9
CC(C)CCNc1nc2c(c(=O)n(Cc3cccc(F)c3)c(=O)n2C)n1C	11.4	-5.5	9.2	-6.4	14.2	-9.4	-5.5	1.3	9.1
CN(C)C(=O)COc1ncnc2scc(-c3ccc(F)cc3)c12	-0.1	-0.7	-4.3	3.3	3.3	12.4	-0.7	0.8	0.1
O=C1CCCN1C(=O)COc1ccccc1[N+](=O)[O-]	0.9	-21.9	-7.0	7.8	15.2	9.7	-3.7	-17.3	0.9
CCOC(=O)c1c(-c2ccc(OC)cc2)csc1NC(=O)CNCc1ccco1	1.2	6.9	-5.2	-16.0	6.0	-15.8	-4.8	9.3	0.5
CCOC(=O)C1CCN(C(=O)COc2cccc3ccccc23)CC1	1.8	-13.3	-13.5	-2.8	-3.8	-6.1	-0.7	5.3	5.8
CC(C)CC(=O)c1c[nH]c(C(=O)NCCCn2ccnc2)c1	0.2	-7.4	-0.2	0.8	1.2	3.4	-0.1	4.5	1.5
Clc1ccc(-c2nc3cc(CN4CCCCC4)ccc3o2)cc1	0.8	4.9	-0.4	-9.2	12.0	2.3	-6.5	4.2	2.9
CC(C)N(C(=O)CSc1nnc(CNc2ccc(F)cc2)o1)C(C)C	0.8	3.5	-13.6	-2.0	25.8	4.6	-4.9	-4.7	-0.8
CCCC(=O)Nc1nn(CC)c2nc3ccc(C)cc3cc12	-0.5	-1.4	-4.5	-0.3	10.5	2.8	-5.9	0.2	1.4
COc1cc(S(C)=O)ccc1-c1nc2ncccc2[nH]1 (configuration not stated)	0.1	-11.8	5.4	-2.6	4.9	2.5	0.5	-5.6	0.5
COc1ccccc1-c1ccc(NC2CCCCC2)nn1	-0.3	-2.1	-10.9	5.1	-3.0	-4.4	-7.2	1.4	-2.6
Cc1nc2ccc(NC(=O)CSc3ccccc3)cc2s1	5.5	-3.3	-0.2	5.1	18.6	-3.0	1.0	-8.5	1.9

Laid out differently: entries from further up
Clc1ccc(-c2nc3cc(CN4CCCCC4)ccc3o2)cc1
  CHO-K1 Ca ag = 0.8 | CHRM4 antagonist = 4.9 | CHO-K1 Ca antag = -0.4 | M4 PAM = -9.2 | M1 PAM parental = 12.0 | CHRM5 PAM = 2.3 | CHRM5 agonist = -6.5 | CHRM5 antagonist = 4.2 | M4 ag = 2.9

CC(C)N(C(=O)CSc1nnc(CNc2ccc(F)cc2)o1)C(C)C
  CHO-K1 Ca ag = 0.8 | CHRM4 antagonist = 3.5 | CHO-K1 Ca antag = -13.6 | M4 PAM = -2.0 | M1 PAM parental = 25.8 | CHRM5 PAM = 4.6 | CHRM5 agonist = -4.9 | CHRM5 antagonist = -4.7 | M4 ag = -0.8

CCCC(=O)Nc1nn(CC)c2nc3ccc(C)cc3cc12
  CHO-K1 Ca ag = -0.5 | CHRM4 antagonist = -1.4 | CHO-K1 Ca antag = -4.5 | M4 PAM = -0.3 | M1 PAM parental = 10.5 | CHRM5 PAM = 2.8 | CHRM5 agonist = -5.9 | CHRM5 antagonist = 0.2 | M4 ag = 1.4

Of the compounds above, these have bromine.
Compound	CHO-K1 Ca ag	CHRM4 antagonist	CHO-K1 Ca antag	M4 PAM	M1 PAM parental	CHRM5 PAM	CHRM5 agonist	CHRM5 antagonist	M4 ag
O=C(Cc1cccs1)NCc1cccc(Br)c1	-0.2	1.4	5.5	-3.6	-0.8	-2.5	-5.8	4.6	-1.4
O=C(Cc1ccc(Br)cc1)N/N=C/c1ccc(-c2cccc(C(=O)O)c2)o1	-0.1	6.8	-10.4	2.5	3.2	-4.7	0.5	7.9	-0.6
